Compound activity (PubChem BioAssay)
M1 PAM parental = nonselective calcium activators in parental CHO-K1 cells, primary screen, counter-screen for M1 PAM project, cell-based, Fluo-8 calcium fluorescence, full deck, 1536-well; 360,000 compounds, 0.02% hits; activation, % at 3 µM; ATP EC20; 0% at ATP EC20, 100% at ATP max;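 active = activation above the run cutoff, the mean activation of all test compounds plus 3 SD, cut at about 40% in these data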;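 also: peak over basal fluorescence ratio in a 140 s read after ATP addition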
M1 ag parental = counter-screen for M1 agonists: effect in parental CHO-K1 cells; activation, % at 3 µM; 360,000 compounds, 0.48% hits; Fluo-8 calcium fluorescence; scaled to maximal ATP response, vehicle zero; AID 602248, 2012; in the data active = activation above about 15%;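 also: untransfected CHO-K1 host cells lacking M1 receptor as counterscreen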
CHRM4 agonist = human M4 muscarinic receptor agonists, primary screen, CHO-K1 cells, Fluo-8 calcium fluorescence. Muscarinic acetylcholine receptor M4 (Homo sapiens), P08173. CHO-K1 hM4/Gqi5; vehicle 0%, full acetylcholine response 100%. activation, % at 3 µM. 360,000 compounds, 0.14% hits. AID 624127, 2012;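 active = activation above the run mean over all test wells plus 3 SD, cut at about 32% in these data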;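 also: peak over basal fluorescence ratio per well then scaled between controls; 0% = DMSO wells and 100% = acetylcholine at EC100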
Target sequence (P08173 whole entry, looked up): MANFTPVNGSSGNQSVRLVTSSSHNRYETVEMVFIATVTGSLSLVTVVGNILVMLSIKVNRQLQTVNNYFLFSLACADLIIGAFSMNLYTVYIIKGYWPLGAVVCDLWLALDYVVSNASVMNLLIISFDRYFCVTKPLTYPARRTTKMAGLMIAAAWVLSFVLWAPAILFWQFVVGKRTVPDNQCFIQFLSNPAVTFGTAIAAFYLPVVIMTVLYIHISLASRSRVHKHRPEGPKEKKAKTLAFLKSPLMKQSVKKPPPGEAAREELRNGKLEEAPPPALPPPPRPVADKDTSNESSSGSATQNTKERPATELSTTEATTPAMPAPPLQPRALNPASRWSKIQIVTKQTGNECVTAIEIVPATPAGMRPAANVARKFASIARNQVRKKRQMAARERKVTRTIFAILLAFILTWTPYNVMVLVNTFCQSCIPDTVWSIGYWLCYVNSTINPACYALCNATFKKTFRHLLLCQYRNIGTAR
CHRM5 antagonist = human M5 muscarinic receptor antagonists, primary screen, CHO cells, Fluo-8 calcium fluorescence | inhibition, % at 3 µM | CHO-hM5 cells, ACh EC80 | 360,000 compounds, 0.59% hits;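 active = inhibition above a per-plate cutoff, the mean of that plate's test compounds plus 3 SD, cut at about 27% in these data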;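 also: 0% = acetylcholine EC80 with DMSO and 100% = DMSO without agonist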
Target sequence (P08912 whole entry, looked up): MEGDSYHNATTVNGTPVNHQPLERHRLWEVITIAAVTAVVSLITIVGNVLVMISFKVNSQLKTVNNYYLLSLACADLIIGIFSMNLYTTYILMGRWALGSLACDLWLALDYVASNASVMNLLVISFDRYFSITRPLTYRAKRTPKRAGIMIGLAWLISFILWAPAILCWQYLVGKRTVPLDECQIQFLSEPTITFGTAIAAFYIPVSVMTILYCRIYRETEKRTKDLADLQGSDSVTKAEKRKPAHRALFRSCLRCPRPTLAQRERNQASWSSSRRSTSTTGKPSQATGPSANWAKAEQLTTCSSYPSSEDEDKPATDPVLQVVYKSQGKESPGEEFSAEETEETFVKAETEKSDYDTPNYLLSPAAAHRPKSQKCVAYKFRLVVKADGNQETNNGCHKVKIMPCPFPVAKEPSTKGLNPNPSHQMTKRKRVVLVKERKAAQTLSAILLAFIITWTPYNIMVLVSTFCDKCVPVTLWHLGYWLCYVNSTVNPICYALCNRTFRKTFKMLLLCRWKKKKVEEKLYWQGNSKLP
M4 PAM = human M4 muscarinic receptor positive allosteric modulators, primary screen, CHO-K1 cells, Fluo-8 calcium fluorescence | activation, % at 3 µM | CHO-K1 hM4/Gqi5, ACh EC20; 0% = ACh EC20, 100% = maximal ACh | 360,000 compounds, 0.4% hits | AID 624126, 2012 | Muscarinic acetylcholine receptor M4 (Homo sapiens), P08173;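 active = activation above its plate's cutoff, the mean activation of sample wells plus 3 SD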; also: some results filed as inactive read as strong as hits
CHO-K1 Ca antag = counter-screen for M1 antagonists: effect in parental CHO-K1 cells | ATP-induced calcium, Fluo-8 fluorescence | inhibition, % at 3 µM | 360,000 compounds, 0.6% hits | AID 602250;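 active = inhibition above a per-plate cutoff, the plate's mean sample inhibition plus 3 SD, cut at about 24% in these data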;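 also: 0% = DMSO plus EC80 ATP and 100% = DMSO alone without ATP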
CHRM4 antagonist = human M4 muscarinic receptor antagonists, primary screen, CHO cells, Fluo-8 calcium fluorescence. Muscarinic acetylcholine receptor M4 (Homo sapiens), P08173. CHO-hM4 cells, ACh EC80. inhibition, % at 3 µM. 360,000 compounds, 0.73% hits. AID 624125, 2012;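 active = inhibition above its plate's cutoff, the mean inhibition of sample wells plus 3 SD, cut at about 27% in these data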;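 also: 0% = acetylcholine EC80 with DMSO and 100% = DMSO without agonist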
M5 ag = human M5 muscarinic receptor agonists, primary screen, CHO-K1 cells, Fluo-8 calcium fluorescence. CHO-K1 hM5 cells; 0% DMSO wells, 100% maximal acetylcholine response. activation, % at 3 µM. 360,000 compounds, 0.19% hits. AID 624037, 2012;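 active = activation above the run's mean over test compounds plus 3 SD, cut at about 23% in these data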;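 also: signal is peak over basal fluorescence ratio across the kinetic read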
M5 PAM = human M5 muscarinic receptor positive allosteric modulators, primary screen, CHO-K1 cells, Fluo-8 calcium fluorescence | 360,000 compounds, 0.3% hits | Muscarinic acetylcholine receptor M5 (Homo sapiens), P08912 | activation, % at 3 µM | CHO-K1 hM5, ACh EC20 PAM; 0% = ACh EC20, 100% = ACh EC100;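 active = activation above the run cutoff, the mean activation of all test compounds plus 3 SD, cut at about 18% in these data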
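Test system: CHO-K1 hM5 cells / Doses: single-point, 3 µM nominal / Times: Post-acetylcholine fluorescence recording 140 s / Technique: Fluo-8 calcium fluorescence / Measure: Max/basal fluorescence ratio as % of EC20–EC100 ACh window / Benchmarks: low control EC20 acetylcholine (0%), high control EC100 acetylcholine (100%) / Replicates: one well per compound, no replicates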
* = called active by the depositor.

mol,M1 PAM parental,M1 ag parental,CHRM4 agonist,CHRM5 antagonist,M4 PAM,CHO-K1 Ca antag,CHRM4 antagonist,M5 ag,M5 PAM
OCC[C@@H]1C[C@H](O)[C@@H](O)[C@]2(OCc3ccc4ccccc4c32)O1,-2,0.2,0,5,-3,23,0,1,-1
O=C(Nc1nc(-c2cc(F)ccc2F)cs1)C1=COCCO1,-16,0.5,8,-7,9,9,-20,6,-4
CCN(CC)S(=O)(=O)c1ccc2c(c1)N(CC(=O)NCCN1CCOCC1)C(=O)CO2,6,0.2,1,16,1,-13,4,-4,-6
CNCc1c(OCc2ccccc2F)ccc2ccccc12,2,7.0,12,5,0,-6,-18,2,-7
COc1ccc(-n2ncc3c2CC(C)(C)CC3NC(=O)CCc2c(C)noc2C)cc1 (centres undefined),-2,-0.3,0,9,0,-3,0,-3,5
Cc1ccc(CCNC(=O)c2ccc(CS(=O)(=O)Cc3ccccc3F)o2)cc1,8,6.9,14,11,-19,-2,4,1,-19
CCc1ccc(NC(=O)c2cc(CC(C)C)on2)cc1,8,0.2,0,-1,-4,-5,7,-2,-1
C(=N\N(Cc1ccccc1)c1ccccc1)/c1cccnc1,5,-0.1,-3,9,-10,-5,1,-12,-7
O=S(=O)(Nc1cccc(-c2ccc(N3CCOCC3)nn2)c1)c1ccc(Cl)c(Cl)c1,-9,0.9,9,1,-7,-2,-3,-2,-2
Cc1ccc(C)c(OC(=O)c2cccnc2)c1,8,-0.5,0,3,3,-5,-5,1,13
CCOC(=O)N=S(N)(=O)c1ccccc1 (centres undefined),19,1.1,0,-6,-1,-11,6,0,6
O=C(COc1ccc(Cl)cc1)N1CCN(c2ccc([N+](=O)[O-])c(N3CCOCC3)c2)CC1,7,6.5,10,15,-5,-9,-2,0,-16
Cc1cnc(C(=O)OCC(=O)NC23CC4CC(CC(C4)C2)C3)cn1,15,0.6,1,-2,-2,-14,-16,-2,-4
Cc1ccccc1C(=O)c1cccn1CC(=O)NC(C)c1ccc2c(c1)OCCO2 (centres undefined),3,0.4,1,6,-15,-15,10,0,-4
NS(=O)(=O)c1ccc(N=NN2CCCCC2)cc1,17,2.7,2,7,-2,-16,9,-1,-4
CC(=O)Nc1ccc(S(=O)(=O)N(C)CC(=O)Nc2ccccc2N2CCCC2)cc1,-13,5.1,14,3,-6,-18,-1,0,-10
CCC(Sc1ccc2nnc(-c3cccnc3)n2n1)C(=O)OC (centres undefined),6,0.7,1,11,3,-14,-8,3,0
CCOc1ccccc1Nc1nnc(Cc2ccccc2Cl)c(=O)[nH]1,3,1.6,3,0,14,13,-13,-5,-11
CC(=O)NC(CC(C)C)C(=O)NC(=O)NCc1ccccc1 (centres undefined),24,0.4,1,4,-1,-10,11,1,1
O=C(c1ccncc1)N1CCN(c2ccc3ccccc3n2)CC1,9,8.9,11,2,-3,-17,-3,8,0
COc1ccc(S(=O)(=O)Cc2ccc(C(=O)N3CCC(C(N)=O)CC3)o2)cc1,8,0.6,0,-2,7,-8,-4,-1,1
CN(C)S(=O)(=O)c1cccc(COC(=O)c2cnccn2)c1,17,1.1,2,12,8,-14,-15,-3,-4
O=C(C1CN(S(=O)(=O)c2ccccc2)CCN1S(=O)(=O)c1ccccc1)N1CCCCCC1 (centres undefined),8,0.1,0,9,-6,-1,11,-5,-10
CC(OC(=O)CNC(=O)c1ccco1)C(=O)Nc1ccc(Cl)cn1 (centres undefined),4,3.1,1,4,1,4,-11,1,3
CCN(CC(=O)Nc1ccc(NC(C)=O)cc1)C(=O)c1ccc(N2C(=O)c3ccccc3C2=O)cc1,-17,0.2,1,11,4,0,12,4,-9
C=CCSc1nc2sc(C)c(C)c2c(=O)n1N,17,1.9,1,-3,6,-8,-11,0,-3
CCN(CC)S(=O)(=O)c1ccc(N2CCOCC2)c(NC(=O)c2ccc(=O)[nH]c2)c1,3,-0.3,1,5,5,-2,-3,3,7
CCOc1ccc(S(=O)(=O)c2c(C(=O)c3ccc(C)cc3)cnc3cc4c(cc23)OCCO4)cc1,23,0.2,1,2,5,-2,1,-2,4
N/C(=N\OC(=O)c1cccc(Br)c1)c1ccncc1,14,0.7,0,-9,-3,1,0,-3,3
CN(c1ccccc1)S(=O)(=O)c1cccc(C(=O)OCC(=O)NCc2ccc3c(c2)OCO3)c1,-14,1.5,6,2,1,21,5,-3,-5
Cc1ccccc1C(=O)/C=C1\NC(=O)CS1,5,0.3,0,1,-1,-3,4,-2,5
Cc1ccc(C(=O)NC(=C(Cl)Cl)S(=O)(=O)c2ccccc2)cc1,9,0.6,1,-3,3,-6,1,-11,2
Cc1ccc(Oc2cc(C#N)c(C#N)cc2-n2nnc3ccccc32)cc1C,15,0.3,1,-1,9,-4,1,-1,5
COc1ccc(OCc2cc(=O)[nH]c3ccccc23)cc1,18,1.4,1,20,-3,-10,10,-6,-1
COc1ccc(N2CCN(Cc3cc(=O)oc4ccc(C)cc34)CC2)cc1,-4,0.6,1,13,6,-6,-2,-3,-3
CN(C(=O)CS(=O)(=O)c1cccc(Cl)c1)c1ccccc1,4,0.1,0,12,-4,-6,1,-4,-5
N#Cc1ccc(C(=O)Nc2cc(S(=O)(=O)N3CCOCC3)ccc2N2CCCC2)cc1,15,0.3,1,7,17,-7,-8,1,-6
COc1cccc(CN2CCNC(=O)C2CC(=O)NC2CCCCCCC2)c1 (centres undefined),4,-0.1,0,-8,-10,-8,22,-7,11
Nn1c(SCC(=O)Nc2ccccc2)nnc(Cc2ccccc2)c1=O,-11,0.2,2,-9,7,10,-4,-1,12
O=C(CN1CCN(c2ccccc2O)CC1)Nc1cc([N+](=O)[O-])ccc1Cl,-8,0.7,2,0,-6,-9,4,-5,-4
COCCCNC(=O)CSC1=Nc2ccccc2C2=NC(c3ccccc3)C(=O)N12 (centres undefined),9,0.4,0,1,5,0,4,1,6
COCCNC(=O)C1(C)Cc2c(-c3cccc(C(N)=O)c3)ccnc2O1 (centres undefined),9,-0.1,1,-6,1,-15,-12,1,-2
O=C(CSc1nc2ccccc2c(=O)n1-c1ccc(F)cc1)Nc1ccc(C(=O)O)cc1,11,1.9,0,4,4,-14,-1,1,4
COC(=O)c1ccccc1C(=O)N1CCCC(CCC(=O)NCc2ccc(F)c(F)c2)C1 (centres undefined),21,1.1,1,11,-8,-18,7,2,-2
CCCCCCCCCCCCCCCCn1cc[n+](CC(C)=O)c1,14,0.0,2,12,-5,-10,0,-10,-22
COc1cccc(CNC(=O)CCC2CCCN(C(=O)CCc3c(C)noc3C)C2)c1 (centres undefined),-3,1.1,1,6,-7,-6,-7,-1,2
O=C(CCC(=O)c1cccs1)NCc1ccc(Cl)cc1,8,0.1,0,4,1,-9,7,-2,4
CCOc1cc(C(=O)Nc2ccc(N3CCN(C(C)=O)CC3)cc2)cc(OCC)c1OCC,6,0.3,1,-8,1,4,-5,4,18*
CCC1CCCCN1C(=O)CSc1nc2ccsc2c(=O)n1Cc1ccccc1 (centres undefined),22,0.3,-2,0,3,-12,-3,1,2
COc1ccc(Cn2c(O)c(C=Nc3ccc(O)cc3)c3ccccc3c2=O)cc1,7,0.4,-2,3,-6,0,-6,-1,-5
CC(=O)Nc1ccc(S(=O)(=O)Nc2ccc(Nc3ccccc3)cc2)cc1,-1,2.9,4,4,-3,-9,9,-1,-2
COc1ccc(OC)c(NC(=O)c2nnn(CCc3ccccc3)c2N)c1,4,0.0,1,-6,-3,11,-2,2,-2
O=[N+]([O-])c1ccc(CN2C=NS(=O)(=O)c3ccccc32)cc1,8,1.2,1,9,-7,-15,11,-3,1
CC(=O)Nc1ccc(NC(=O)CSc2nnc(CC(C)O)n2-c2ccccc2)cc1 (centres undefined),23,-0.2,0,11,4,-2,1,2,-6
CCOC(=O)C1C(=O)C=C(Nc2ccccc2F)CC1c1ccccc1 (centres undefined),14,1.9,2,7,-3,-11,-1,-5,-6
CCOC(=O)C1CCCN(c2nc3ccccc3nc2C(C#N)C(=O)OC(C)COC)C1 (centres undefined),21,3.1,4,9,-6,-11,1,1,-12
O=C(NCCCN1CCOCC1)c1cc2c(s1)CCC2,1,0.1,0,10,-2,-1,-3,-6,-1
CCCC(=O)N1c2ccccc2C(=C2SC(C(=O)OC)=C(C(=O)OC)S2)C(=S)C1(C)C,9,-0.9,-2,-3,8,5,-4,-9,8
COc1ccc(C)cc1Nc1n[n+](C)c(-c2ccc(O)cc2O)s1,-11,0.0,1,14,-5,1,6,0,6
CN1C2CCC1CC(NC(=O)c1cccc(C(F)(F)F)c1)C2 (centres undefined),-17,-0.1,0,1,1,6,7,-7,0

Quoted from the listing.
`O=[N+]([O-])c1ccc(CN2C=NS(=O)(=O)c3ccccc32)cc1` – CHO-K1 Ca antag = -15
`COCCNC(=O)C1(C)Cc2c(-c3cccc(C(N)=O)c3)ccnc2O1` (centres undefined) – M1 PAM parental = 9

Next section.
mol,M1 PAM parental,M1 ag parental,CHRM4 agonist,CHRM5 antagonist,M4 PAM,CHO-K1 Ca antag,CHRM4 antagonist,M5 ag,M5 PAM
CCOC(=O)CSc1ccc2nnc(-c3cccs3)n2n1,13,3.9,11,11,-8,3,7,4,-9
O=C(NCC1CCCO1)c1ccccc1NS(=O)(=O)c1cccc([N+](=O)[O-])c1 (centres undefined),-3,0.5,3,13,3,4,-6,3,2
CN(Cc1ccccc1)C(=O)COC(=O)CCN1C(=O)C2CC=CCC2C1=O (centres undefined),9,0.4,2,6,7,-17,0,4,-4
COc1ccc(NC(=O)c2ccc(F)cc2)cc1S(=O)(=O)Nc1cc(C)ccc1Br,19,3.0,1,-9,-11,0,0,16,10
O=C(CCCOc1ccc(Cl)cc1Cl)NC(Cc1ccccc1)C(=O)O (centres undefined),8,0.1,0,9,3,-1,5,1,2
O=C(c1cc(COc2ccc(F)cc2Cl)on1)N(CCO)Cc1cccs1,-2,2.4,8,-3,-7,1,1,1,-10
Cc1ccc(Cl)c(OCC(=O)Nc2cccnc2)c1,-18,3.8,7,-6,-7,6,6,1,-3
Cc1ccc(-c2cc(C(=O)N3CCN(c4ccc(O)cc4)CC3)c3ccccc3n2)cc1,2,6.5,22,10,-5,-1,6,12,-23
CCOc1ccc(CCNC(=O)CCOc2cc(C)ccc2C)cc1OCC,-9,-0.4,2,-8,-3,-4,-1,-1,3
CSc1ncccc1C(=O)OCC(=O)NC(C)CCc1ccccc1 (centres undefined),16,1.2,2,1,6,-7,1,-1,5

Rows were taken by chance; 2.7% or so of the library scored in one or more.
